# BAZ2B block: qHTS Assay for Inhibitors of BAZ2B | AlphaScreen BAZ2B-H3K14Ac peptide displacement | Potency, µM (highest dose often 114 µM), for inactives: at the top dose activity change, negative = inhibition, hits mostly inhibitors | hit rate 4.4% among 360,000 | AID 504333, 2011; note: potency is the fitted concentration of half-maximal effect; % is set by controls: 0 for no effect and ±100 for the full control effect; nearly all actives have a fitted effect of over 60% in size
#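 BAZ2B (50 nM) with biotin-H3(5-23)K14Ac peptide (50 nM) in PBS pH 7.4, 0.01% Tween-20, preformed 30 min, then compound 30 min at room temperature; top concentration 110uM. AlphaScreen streptavidin donor/nickel chelate acceptor beads (10 ug/mL final), 20 min dark, signal read.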
# GLS inh: qHTS for Inhibitors of Glutaminase (GLS); Glutaminase kidney isoform, mitochondrial (Homo sapiens), O94925; GLS enzymatic activity, qHTS titration; Potency, µM (doses to about 45.5 µM), for the others: at the top dose activity change, negative = inhibition, hits mostly inhibitors; hit rate 0.21% among 410,000; note: potency is the fitted concentration of half-maximal effect; % is set by controls: 0 for no effect and ±100 for the full control effect
#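 hKGA; 45 mM KH2PO4 pH 8.2 + 0.02% Tween-20; cpd via pin tool; 1 mM Gln soln; GluOx/HRP/Amplex Red; RT 30 min; fluor. t0 & final.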
# JMJD2A Tudor inh: qHTS Assay for Inhibitors of JMJD2A-Tudor Domain; hit rate 4.4% among 390,000; AlphaScreen JMJD2A-Tudor / H3K4me3 peptide binding; Lysine-specific demethylase 4A (Homo sapiens), O75164; Potency, µM (series often up to 114 µM), for the others: at the top dose activity change, negative = inhibition, usual class: inhibitors; note: potency is the fitted concentration of half-maximal effect; % is set by controls: 0 for no effect and ±100 for the full control effect; nearly all actives have a fitted effect of over 50% in size
# Target sequence (O75164 whole entry, looked up, the tested form may be a part): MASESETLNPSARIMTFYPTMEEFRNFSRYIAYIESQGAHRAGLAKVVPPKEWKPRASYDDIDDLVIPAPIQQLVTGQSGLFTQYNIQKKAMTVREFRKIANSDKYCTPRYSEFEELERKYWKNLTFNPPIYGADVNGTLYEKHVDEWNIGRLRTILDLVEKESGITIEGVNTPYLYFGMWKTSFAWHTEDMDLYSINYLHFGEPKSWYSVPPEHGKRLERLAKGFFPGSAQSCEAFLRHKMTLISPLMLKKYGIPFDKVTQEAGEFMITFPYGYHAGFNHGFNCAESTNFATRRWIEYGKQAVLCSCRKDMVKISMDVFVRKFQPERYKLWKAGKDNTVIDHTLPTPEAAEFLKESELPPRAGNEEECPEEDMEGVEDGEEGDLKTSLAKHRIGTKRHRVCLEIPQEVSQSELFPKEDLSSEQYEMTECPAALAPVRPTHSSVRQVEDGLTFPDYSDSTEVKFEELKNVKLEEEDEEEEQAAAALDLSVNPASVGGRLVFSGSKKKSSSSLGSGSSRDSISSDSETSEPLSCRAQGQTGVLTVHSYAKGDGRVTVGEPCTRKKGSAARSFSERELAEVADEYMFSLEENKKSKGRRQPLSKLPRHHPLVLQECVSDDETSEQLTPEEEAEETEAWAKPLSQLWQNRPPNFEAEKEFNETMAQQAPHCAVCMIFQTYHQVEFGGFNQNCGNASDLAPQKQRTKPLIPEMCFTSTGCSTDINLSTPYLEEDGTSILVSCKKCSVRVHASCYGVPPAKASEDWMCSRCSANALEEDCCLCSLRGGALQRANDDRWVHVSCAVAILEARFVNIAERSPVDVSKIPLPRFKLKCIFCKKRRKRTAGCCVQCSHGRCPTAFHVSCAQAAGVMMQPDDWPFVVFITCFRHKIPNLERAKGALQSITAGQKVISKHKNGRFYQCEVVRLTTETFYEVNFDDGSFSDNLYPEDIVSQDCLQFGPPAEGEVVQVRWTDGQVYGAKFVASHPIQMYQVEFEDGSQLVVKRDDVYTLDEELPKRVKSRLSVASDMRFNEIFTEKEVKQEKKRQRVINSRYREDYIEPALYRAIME
# Pin1 inh: qHTS Assay to Find Inhibitors of Pin1; Pin1 FP peptide displacement, HiFluor488, 10 min; Potency, µM (series often up to 115 µM), without a hit: at the highest dose activity, negative = inhibition, most hits filed as inhibitors; hit rate 0.009% among 390,000; active = well fitted inhibition curve with a large enough effect in the polarisation, with a control signal flat, not every such curve was filed as active; inconclusive = small, poorly fitted or top-dose-only effect, or effect the other way, or a change in a side signal; inactive = no such curve, though single readings can be large or run the other way; the % refers to the polarisation; note: potency is the fitted concentration of half-maximal effect; % is set by controls: 0 for no effect and ±100 for the full control effect
# G9a block: qHTS Assay for Inhibitors of Histone Lysine Methyltransferase G9a | Histone-lysine N-methyltransferase EHMT2 (Homo sapiens), Q96KQ7 | G9a H3K9 monomethylation, AlphaScreen, 2 h | Potency, µM (doses to about 102 µM), without a hit: top-dose activity, negative = inhibition, hits mostly inhibitors | hit rate 8.8% among 350,000; note: potency is the fitted concentration of half-maximal effect; % is set by controls: 0 for no effect and ±100 for the full control effect; nearly all actives have a fitted effect of over 75% in size
#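 Signal arises when biotinylated H3K9 peptide, once monomethylated, bridges streptavidin donor and antibody-captured acceptor beads. Enzyme at 20 nM was preincubated 15 min with test compounds; peptide 500 nM and SAM 20 uM then reacted for 2 h.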
# PI4K2A block: qHTS for small molecular inhibitors of PI4K2A | hit rate 0.13% among 420,000 | activity change, negative = inhibition, % at 76.9 µM | purified PI4K2A, ADP-Glo luminescence, 1 h; active compounds read low | AID 1346378, 2018; in the data active = activity change below about -50%; inconclusive = mostly about -30% to -49%;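 note: -100% = wells without enzyme as full effect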
#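 ADP-Glo luminescence measured ADP generated by PI4K2A enzyme (4 ug/mL before mixing) with 1.2 mM PI substrate (pre-mix) and 300 microM ATP (pre-mix). Tris pH7.5 buffer with MgCl2, Triton X-100; 1 h reaction at ambient temperature.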
# ERG-DNA inh: qHTS for Small Molecule Inhibitors of the ERG Ets/DNA interaction | Transcriptional regulator ERG (Homo sapiens), P11308 | fluorescence polarization, His-ERG Ets domain / labelled DNA | Potency, µM (top dose mostly 76.9 µM), for inactives: at the highest dose FP activity, negative = inhibition, usual class: inhibitors | hit rate 0.028% among 370,000 | AID 624246, 2012; active = well fitted inhibition curve with a large enough effect in the polarisation, with a control signal flat; inconclusive = small, poorly fitted or top-dose-only effect, or effect the other way, or a change in a side signal; inactive = no such curve, though single readings can be large or run the other way; the % refers to the polarisation;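 note: polarization taken with two DNA probes labelled with fluorescein and Texas red; potency is the fitted concentration of half-maximal effect; % of control where 0% means no effect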
#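 His-tagged ERG Ets domain (1 uM in the protein solution; 300mM KCl, 50mM Tris-HCl, 1mM EDTA, 1mM DTT, pH 7.5) received compound, then a probe mix of 5 nM fluorescein-DNA and 100nM Texas-615-DNA. Fluorescence polarization was read for both dyes.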
# Tb PGK inh: qHTS Assay to Find Inhibitors of Phosphoglycerate Kinase | Phosphoglycerate kinase, glycosomal (Trypanosoma brucei brucei), P07378 | PGK/GAPDH coupled, Kinase-Glo luminescence, 60 min | Potency, µM (titrated, usually from 57.5 µM), inactives show at the top dose activity change, negative = inhibition, hits mostly inhibitors | hit rate 0.043% among 380,000; note: potency is the fitted concentration of half-maximal effect; % is set by controls: 0 for no effect and ±100 for the full control effect; nearly all actives have a fitted effect of over 60% in size
#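 Luminescent ATP detection (Kinase-Glo Plus) follows a 60-minute room-temperature incubation, with wells lacking PGK as controls. Buffer: 100 mM TEA (pH 7.6), 5 mM MgCl2, 0.01% Tween-20. Coupling enzyme GAPDH (100 nM final) supplies unstable 1,3-BPG in-well.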
# HP1b chromo inh: HTS for Inhibitors of HP1-beta Chromodomain Interactions with Methylated Histone Tails. hit rate 0.56% among 390,000. AlphaScreen HP1-beta / biotin-H3K9me3 peptide binding. Potency, µM (top dose mostly 114 µM), without a hit: at the highest dose activity change, negative = inhibition, usual class: inhibitors; note: potency is the fitted concentration of half-maximal effect; nearly all actives have a fitted effect of over 70% in size; inactives centre near 23
#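 AlphaScreen: HP1-beta (50 nM) preformed 30 min with biotin-H3(1-18)K9me3 peptide (50 nM) in PBS pH 7.4, 0.01% Tween-20. Compound added for 30 min at RT, then streptavidin donor/nickel chelate acceptor beads (10 ug/mL) for 30 min.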
# Active calls of the source: *; i = inactive; ? = inconclusive; . = no result given; [ ] = remark or other dose. Unless noted, calls come from the whole dose curve; as a rule, active = well fitted curve in the direction sought with a large enough effect; inconclusive = small, poorly fitted or top-dose-only effect, or another doubt; inactive = no such curve, though single readings can be large; an effect the other way counts as inactive or inconclusive.
BAZ2B block	GLS inh	JMJD2A Tudor inh	Pin1 inh	G9a block	PI4K2A block	ERG-DNA inh	Tb PGK inh	HP1b chromo inh	molecule
0%	-3%	2%	-8%	10%	0	4%	-2%	28%	COC(=O)C1CCCCN1C(=O)c1cccc(OC2CCN(C(=O)C3CC3)CC2)c1 (stereo unspecified)
.	2%	-9%[11.4 µM]	2%	-32%	6	9%	5%	76%[activator]	O=C(O)c1ccccc1Sc1c([N+](=O)[O-])cc(C(F)(F)F)cc1[N+](=O)[O-]
-2%	3%	-9%	-1%	10%	6	-1%	i	42%[activator]	NC(=O)CCn1c(C(=O)c2cccc([N+](=O)[O-])c2)c2ccccc2[n+]1[O-]
-21%	6%	-13%	4%	-28%[2.33 µM]	1	3%	3%	34%	Cc1ccccc1NC(=O)Cc1nc(CN(C)CC(=O)Nc2cccc(F)c2)cs1
-21%	5%	-25%	-2%	-28%	7	2%	-9%	24%	OCCC1CN(Cc2cccn2-c2nccs2)CCN1Cc1ccccc1 (stereo unspecified)
32%	0%	40%[activator]	0%	38%[activator][59 µM]	0	-10%	-5%	65%[activator]	O=C(COC(=O)CCSc1ccc(Cl)cc1)NCc1ccccc1Cl
-6%	-16%	6%	0%	-11%[59 µM]	4	-8%	-5%	33%	CC(C(=O)Nc1ccc(C#N)cc1)N1CCN(C(=O)C2CC2)CC1 (stereo unspecified)
-38%	10%	-18%	-4%	1%	1	-10%	6%	20%	CC(=O)c1c(C)[nH]c(C(=O)CN2C(=O)NC(C)(c3ccc4c(c3)OCO4)C2=O)c1C (stereo unspecified)
-1%	1%	-10%	4%	?	-17	10%	-9%	24%	COc1ccc(CCN(C)C(=O)CSc2nc3ncc(Cl)cc3[nH]2)cc1OC
-13%	5%	-19%	-10%	4%	-3	4%	-7%	21%	CC(Cc1cccnc1)NC(=O)c1cc(COc2c(F)cccc2F)on1 (stereo unspecified)
-8%	-1%	?	6%	?	2	-1%	-2%	6%	COC(=O)Cc1cc(=O)[nH]c(/N=C(\N)Nc2ccccc2)n1
-6%	-4%	10%	3%	11%[59 µM]	0	-11%	8%	33%	CCOC(=O)c1nnc(-c2ccccc2)nc1Oc1ccc(Cl)cc1
-8%	3%	-6%	0%	-4%	-1	-2%	-5%	23%	Cc1cc(C(F)(F)F)nn1CC(=O)NCc1ccccc1
.	15%	-16%	4%	-30%	13	-3%	11%	18%	C/C(CCc1ccc2c(c1)OCO2)=N\N=C1\NC(=O)CC(C(=O)Nc2ccccc2F)S1 (stereo unspecified)
5%	6%	10%	4%	4%	1	-5%	6%	30%	Cc1ccccc1OCCC(=O)OCC(=O)NCCc1ccccc1
-37%	0%	-6%	2%	?	-5	11%	-9%	10%	COc1ccc(N(Cc2cc3cc(OC)ccc3[nH]c2=O)S(C)(=O)=O)cc1
-26%	4%	-28%	4%	-38%[59 µM]	-5	-1%	9%	32%	CCOc1cccc(CC(=O)NCc2ccc3c(c2)CCN3C(=O)c2cccc(C)c2)c1OCC
8%	0%	-3%	-10%	19%[59 µM]	1	1%	-13%	76%[activator]	CCSc1nnc2nc(C)cc(C)n12
30%	14%	8%	0%	10%[59 µM]	3	-13%	-4%	32%	O=C(c1cc2ccccc2o1)N1CCCCCC1
-8%	12%	-19%	6%	-7%[59 µM]	0	11%	3%	11%[57 µM]	COc1ccc(S(=O)(=O)Nc2cccc(-c3ccc(N4CCCCCC4)nn3)c2)cc1F
-5%	0%	-12%	0%	50µM*	-2	-1%	-7%	18%	CCCCN(C(=O)c1cc(Cl)nc2ccccc12)c1c(N)n(Cc2ccccc2)c(=O)[nH]c1=O

# Whole records as entered above.
# Entry for COc1ccc(N(Cc2cc3cc(OC)ccc3[nH]c2=O)S(C)(=O)=O)cc1 : BAZ2B block: -37%; GLS inh: 0%; JMJD2A Tudor inh: -6%; Pin1 inh: 2%; G9a block: ?; PI4K2A block: -5; ERG-DNA inh: 11%; Tb PGK inh: -9%; HP1b chromo inh: 10%
# Entry for O=C(c1cc2ccccc2o1)N1CCCCCC1 : BAZ2B block: 30%; GLS inh: 14%; JMJD2A Tudor inh: 8%; Pin1 inh: 0%; G9a block: 10%[59 µM]; PI4K2A block: 3; ERG-DNA inh: -13%; Tb PGK inh: -4%; HP1b chromo inh: 32%

# Records listed above that bear a hit mark in G9a block:
BAZ2B block	GLS inh	JMJD2A Tudor inh	Pin1 inh	G9a block	PI4K2A block	ERG-DNA inh	Tb PGK inh	HP1b chromo inh	molecule
-5%	0%	-12%	0%	50µM*	-2	-1%	-7%	18%	CCCCN(C(=O)c1cc(Cl)nc2ccccc12)c1c(N)n(Cc2ccccc2)c(=O)[nH]c1=O

# Reformatted with tabs: three of the compounds above
structure	BAZ2B block	GLS inh	JMJD2A Tudor inh	Pin1 inh	G9a block	PI4K2A block	ERG-DNA inh	Tb PGK inh	HP1b chromo inh
O=C(COC(=O)CCSc1ccc(Cl)cc1)NCc1ccccc1Cl	32%	0%	40%[activator]	0%	38%[activator][59 µM]	0	-10%	-5%	65%[activator]
CC(C(=O)Nc1ccc(C#N)cc1)N1CCN(C(=O)C2CC2)CC1 (stereo unspecified)	-6%	-16%	6%	0%	-11%[59 µM]	4	-8%	-5%	33%
CC(=O)c1c(C)[nH]c(C(=O)CN2C(=O)NC(C)(c3ccc4c(c3)OCO4)C2=O)c1C (stereo unspecified)	-38%	10%	-18%	-4%	1%	1	-10%	6%	20%
